Wee1 degr inh: inhibitors of human Wee1 degradation; P30291; HeLa Luc-Wee1K328M stability, luciferase luminescence; 100% = proteasome inhibitor MG132 effect; reporter increase, % at 5 µM; actives 1.2% (n = 220,000);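 active = activation above the mean of all tested compounds plus 3 SD, set per screening run, cut at about 8.8% in these data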;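 note: cells exposed to compound for 20 h before luminescence read; 0% = DMSO alone and 100% = MG132 at 30 µM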
Target sequence (P30291 whole entry K328M): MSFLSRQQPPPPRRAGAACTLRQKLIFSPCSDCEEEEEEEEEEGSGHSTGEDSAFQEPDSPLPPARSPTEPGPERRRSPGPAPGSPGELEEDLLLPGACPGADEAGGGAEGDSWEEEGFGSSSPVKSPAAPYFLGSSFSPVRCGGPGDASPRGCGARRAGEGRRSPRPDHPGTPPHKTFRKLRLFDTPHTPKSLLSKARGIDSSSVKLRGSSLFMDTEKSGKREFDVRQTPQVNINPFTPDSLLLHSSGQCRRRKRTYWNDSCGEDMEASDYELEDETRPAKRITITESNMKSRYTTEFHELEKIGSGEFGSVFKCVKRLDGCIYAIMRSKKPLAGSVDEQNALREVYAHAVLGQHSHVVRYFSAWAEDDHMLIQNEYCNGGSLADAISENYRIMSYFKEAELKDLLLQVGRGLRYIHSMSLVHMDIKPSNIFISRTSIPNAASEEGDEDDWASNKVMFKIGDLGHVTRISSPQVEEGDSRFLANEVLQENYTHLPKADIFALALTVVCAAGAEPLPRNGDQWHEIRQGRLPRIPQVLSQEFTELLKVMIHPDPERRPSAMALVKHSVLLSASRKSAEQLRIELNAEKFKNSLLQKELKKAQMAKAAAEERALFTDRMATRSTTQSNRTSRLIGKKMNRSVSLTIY
Runt-SMMHC FRET: blocks binding of human RUNX1 Runt domain to CBFb-SMMHC | inhibition, % at 20 µM | actives 0.74% (n = 220,000) | Cerulean-Runt/Venus-CBFb-SMMHC FRET ratio 530/480, 1 h | Q01196+Q13951;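 active = mean inhibition across duplicate retests at 20 µM reaching about 50%, limit read from the data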;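 note: 0% = DMSO wells and 100% = wells with excess untagged CBFb-SMMHC; inhibitors lower the FRET ratio by blocking Runt binding to CBFb-SMMHC; some results filed as inactive read as strong as hits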
14-3-3 Bad inh: disrupts binding of bovine 14-3-3 zeta to phospho-Bad peptide. inhibition, % at 21.7 µM. P63103. AID 781. TR-FRET 14-3-3zeta/Dy647-pBad peptide displacement, 1 h. actives 0.71% (n = 220,000);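 active = inhibition above about 70%, limit read from the data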;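 note: 0% = full 14-3-3 plus peptide FRET controls and 100% = background without 14-3-3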
Target sequence (P63103 whole entry, looked up): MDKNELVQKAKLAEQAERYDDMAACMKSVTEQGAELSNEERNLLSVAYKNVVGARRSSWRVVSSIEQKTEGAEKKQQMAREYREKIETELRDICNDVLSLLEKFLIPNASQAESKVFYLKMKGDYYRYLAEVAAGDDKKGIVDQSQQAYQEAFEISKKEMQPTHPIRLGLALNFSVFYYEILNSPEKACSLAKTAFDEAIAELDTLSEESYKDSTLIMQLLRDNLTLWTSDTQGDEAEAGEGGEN
Hck Nef HTS: inhibitors of human Hck kinase activated by Nef | P08631 | Recombinant Hck-YEEI plus Nef, Z-Lyte FRET kinase assay | inhibition, % at 20 µM | actives 0.68% (n = 220,000) | AID 463187;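 active = Hck-Nef kinase inhibition above about 50%, limit read from the data; inactive = inhibition below that limit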;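 note: 0% = DMSO with Hck plus Nef and 100% = Hck alone without Nef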
KLK5 inh: blocks human kallikrein 5 protease activity | Q9Y337 | recombinant hK5, fluorogenic AMC substrate cleavage | inhibition, % at 5 µM | actives 0.59% (n = 210,000);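 active = inhibition of 40% or more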;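 note: 0% = enzyme controls without compound and 100% = no-enzyme blanks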
FXIIa inh: factor XIIa (human) inhibition; P00748; purified FXIIa, Boc-QGR-AMC fluorogenic substrate, 2 h; inhibition, % at 5 µM; actives 0.3% (n = 220,000); AID 800; in the data active = inhibition above about 40%;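 note: 0% = enzyme with no compound and 100% = blank without enzyme; many of its hits are not listed in these tables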
Thrombin inh: inhibitors of human thrombin. P00734. alpha-thrombin, Boc-VPR-AMC fluorogenic substrate cleavage. inhibition, % at 5 µM. actives 0.26% (n = 220,000);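 active = inhibition at or above 40%; inactive = inhibition below 40%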;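 note: 0% = enzyme with no compound and 100% = wells without enzyme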
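Assay system: human alpha-thrombin enzyme. Reagent: Boc-VPR-AMC substrate, 15 µM final. Compound dosing: one concentration per compound, 5 µM, with 0.2% DMSO. Incubation: room-temperature reaction. Technique: AMC fluorescence, 355/460 nm. Measure: % inhibition relative to enzyme controls and enzyme-free blanks.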
FXIa inh: factor XIa (human) inhibition. P03951. purified FXIa, Boc-Glu-Ala-Arg-AMC fluorogenic substrate. inhibition, % at 5 µM. actives 0.14% (n = 220,000);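 active = inhibition of at least 40%; inactive = inhibition below 40%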;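 note: fluorescence of freed AMC excited at 355 nm; 0% = enzyme without compound and 100% = no enzyme blank; many of its hits are not listed in these tables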
Runt-CBFb FRET: Runt domain-CBFb interaction inhibition; actives 0.46% (n = 220,000); Q01196+Q13951; Cerulean-Runt/Venus-CBFb FRET ratio 530/480, 1 h; inhibition, % at 20 µM;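 active = inhibition over about 50% at 20 µM in the single-dose screen, limit read from the data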;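 note: 0% = DMSO wells and 100% = excess unlabeled CBFb competitor control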
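Schedule: protein complex preformed 1 h, compound exposure 1 h, room temperature, dark; test system: Cerulean-labeled Runt domain protein; amount: 100 nM per protein; buffer or medium: Tris 50 mM pH 7.5, KCl, K2SO4, 0.01% BSA; read-out: loss of energy transfer signal; detection: FRET fluorescence; controls: 5 µM unlabeled CBFb as full-inhibition high control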
The depositor's hits bear a star; . = not tested or not shown; [ ] = remark or other dose.

SMILES | Wee1 degr inh | Runt-SMMHC FRET | 14-3-3 Bad inh | Hck Nef HTS | KLK5 inh | FXIIa inh | Thrombin inh | FXIa inh | Runt-CBFb FRET
CC(=O)NN1C(=O)c2ccc(Oc3cccc([N+](=O)[O-])c3)cc2C1=O | 7 | 1 | 0 | 1 | 11 | 7 | -5 | -7 | -1
COc1ccc(NS(=O)(=O)c2cc(N/C(=N\S(=O)(=O)c3ccccc3)c3ccc(F)cc3)ccc2Cl)cc1 | 5 | 0 | -4[fluorescence artefact?] | 3 | -21 | 2 | -16 | 3 | -7
CC1(C)Cc2cccc(OCC(=O)Nc3ccc(OCC(N)=O)cc3)c2O1 | -2 | -1 | -5 | 12 | -3 | -1 | 1 | 2 | 0
CN(CC(=O)Nc1c(Cl)cccc1Cl)C(=O)CCCN1C(=O)c2ccccc2C1=O | -2 | -8 | 10 | 0 | -19 | 4 | 5 | 0 | 0
O=C(COc1cccnc1[N+](=O)[O-])Nc1ccc(Cl)c(S(=O)(=O)N2CCOCC2)c1 | -1 | -3 | -6 | 15 | -1 | 1 | -3 | 10 | 1
O=C(CCl)Nc1ccc(N2CCCCCC2)cc1 | 2 | 9 | -3 | 26 | 2 | 8 | -1 | 0 | 20
COc1ccccc1C(=O)Nc1ccc2c(c1)OCO2 | 3 | 0 | 9 | -18 | -10 | 0 | -10 | -5 | 2
CCOc1cc(NS(=O)(=O)c2ccc(NC(C)=O)cc2)c(OCC)cc1NC(=O)C(C)C | 1 | 8 | 3[fluorescence artefact?] | 2 | -26 | -1 | -3 | -4 | 3
Cc1cccc(OCC(=O)NCC2CCCO2)c1C (centres undefined) | 4 | 0 | -6 | 23 | 2 | 8 | -4 | 0 | 0
CCOC(=O)Cc1c(C)c2c(O)cc(O)cc2oc1=O | 0 | 68* | 7 | 50* | -6 | 6 | -1 | 1 | 40
CCOC(=O)c1ccc(NC(=O)CSc2nc(C)nc3c2c(=O)n(C)c(=O)n3C)cc1 | 3 | 0 | 2 | 2 | 2 | 17 | 2 | 6 | -18
O=C(Cc1c[nH]c2ccccc12)OCC(=O)c1ccccc1 | 0 | 3 | -6[fluorescence artefact?] | 1 | 2 | 7 | -4 | -5 | -4
CCCc1nc(NCc2ccccc2)c(C#N)c2c1CCCC2 | 7 | 2 | -25[fluorescence artefact?] | 2 | -17 | 13 | -6 | 4 | -2
O=C(OCCN1C(=O)c2cccc3c(N4CCOCC4)ccc(c23)C1=O)c1cc(Cl)cc(Cl)c1 | -1 | 1 | -30[fluorescence artefact?] | -13 | 22 | 8 | -1 | 2 | -217
COC(=O)CSc1nc2ccc(NC(=O)CSc3nnnn3Cc3ccccc3)cc2s1 | -4 | -6 | 1 | 0 | 15 | 8 | 0 | 0 | 0
O=C(O)CCCC(=O)N1CCC(C(O)(c2ccccc2)c2ccccc2)CC1 | 0 | -3 | -6 | 20 | 8 | 3 | -3 | -7 | 0
COc1ccc(/C=C2\SC(=O)N=C2N)cc1OC | -2 | 7 | -19[fluorescence artefact?] | 4 | -17 | 5 | -5 | -3 | 0
CC1(C(=O)CSc2ncn[nH]2)CCC(=O)O1 (centres undefined) | -2 | -1 | 67[fluorescence artefact?] | 16 | -6 | 7 | 3 | 0 | 16
COc1ccc(NC(=S)NCC(O)c2ccccc2)c(OC)c1 (centres undefined) | 2 | 0 | 0 | -3 | -10 | 20 | -11 | 18 | 0
CC(=O)Nc1ccc(S(=O)(=O)n2nc(C)cc2C)cc1 | 0 | 1 | -2[fluorescence artefact?] | 0 | -34 | -1 | -7 | -4 | 2
COc1ccccc1NC(=O)Cc1noc(CN(C)Cc2cccs2)n1 | 0 | 0 | 3 | 0 | -13 | 23 | 1 | 6 | 0
CN(C)S(=O)(=O)c1ccc(N=Cc2c(C(F)(F)F)[nH]n(C)c2=O)cc1 | -3 | -3 | -5 | -1 | 3 | 12 | 0 | 1 | 0
Cc1ccc(NS(=O)(=O)c2cccc(C(=O)NN3CCOCC3)c2)cc1 | -2 | -6 | -10 | 5 | -27 | -4 | -2 | -6 | 5
Cn1c(=O)cc(OCCCC(=O)NCCN2CCN(c3ccccc3F)CC2)c2ccccc21 | -2 | 1 | 8 | 0 | -4 | 11 | -1 | 5 | 1

Complete entries, looked up by structure. Order of values: Wee1 degr inh, Runt-SMMHC FRET, 14-3-3 Bad inh, Hck Nef HTS, KLK5 inh, FXIIa inh, Thrombin inh, FXIa inh, Runt-CBFb FRET
Shown for `O=C(O)CCCC(=O)N1CCC(C(O)(c2ccccc2)c2ccccc2)CC1` = 0, -3, -6, 20, 8, 3, -3, -7, 0
Shown for `CC1(C(=O)CSc2ncn[nH]2)CCC(=O)O1` (centres undefined) = -2, -1, 67[fluorescence artefact?], 16, -6, 7, 3, 0, 16
Shown for `COc1ccc(NC(=S)NCC(O)c2ccccc2)c(OC)c1` (centres undefined) = 2, 0, 0, -3, -10, 20, -11, 18, 0
Shown for `COc1ccc(/C=C2\SC(=O)N=C2N)cc1OC` = -2, 7, -19[fluorescence artefact?], 4, -17, 5, -5, -3, 0
Shown for `O=C(OCCN1C(=O)c2cccc3c(N4CCOCC4)ccc(c23)C1=O)c1cc(Cl)cc(Cl)c1` = -1, 1, -30[fluorescence artefact?], -13, 22, 8, -1, 2, -217

Carrying on.
SMILES | Wee1 degr inh | Runt-SMMHC FRET | 14-3-3 Bad inh | Hck Nef HTS | KLK5 inh | FXIIa inh | Thrombin inh | FXIa inh | Runt-CBFb FRET
CCOC(=O)N1CCC(NC(=O)CCC(=O)N2CCOc3ccc(C)cc32)CC1 | 10* | 2 | -1 | 1 | -3 | 16 | 2 | 2 | 0
COc1ccc(C(=O)COC(=O)CNC(=O)c2ccc(OC)cc2)cc1 | 3 | 2 | 5 | -1 | -4 | 3 | -4 | -5 | -1
CCOC(=O)c1c(C)[nH]c(C(=O)COC(=O)c2ccc(F)c(S(=O)(=O)N3CCOCC3)c2)c1C | 1 | -9 | -8 | 0 | 4 | 34 | 1 | 4 | -2
COc1ccc(Nc2oc(-c3ccc(OC)cc3)nc2C#N)cc1 | 11* | 3 | 2 | 14 | 0 | 10 | 0 | 1 | 0
Cc1cc(C)cc(Nc2nc3c(S(=O)(=O)c4ccccc4)nnn3c3ccccc23)c1 | 4 | 2 | 23 | 9 | 3 | -7 | -12 | -2 | -3
COc1ccc(/C=C(\C#N)C(=O)NCc2cccs2)cc1OC | 2 | 0 | -10 | 7 | -12 | 8 | -7 | 5 | -1
O=C(NCCCN1CCOCC1)c1ccc(Sc2ccccc2Cl)c([N+](=O)[O-])c1 | 0 | 1 | -9 | -1 | -22 | 6 | -6 | -2 | 0
CCc1nnc(NC(=O)CN2C(=O)/C(=C/c3ccc(OC)c(OC)c3)SC2=S)s1 | 1 | -5 | -9 | 18 | -7 | 10 | 0 | 0 | 9
COc1ccccc1C(c1nnnn1CC1CCCO1)N1CCC(C(N)=O)CC1 (centres undefined) | 0 | -1 | 36[fluorescence artefact?] | -6 | -7 | 17 | 3 | 8 | -1
Cn1nc(-c2ccc(Cl)cc2)c2cc(C(=O)N3CCN(c4ccccc4)CC3)sc21 | 0 | -14 | 1[fluorescence artefact?] | 1 | 0 | 8 | 2 | 20 | -7
COc1ccc(-c2csc3nc(-c4ccccc4)oc(=O)c23)cc1OC | -3 | . | 15 | 16 | 4 | 10 | -9 | 1 | .
Cc1ccc(NS(=O)(=O)c2ccc(CCC(=O)NCc3ccccn3)cc2)cc1 | 1 | -6 | -24 | 8 | -6 | 2 | 1 | -3 | 3
COc1ccccc1NC(=O)CN1CCN(c2ccccn2)CC1 | -3 | 1 | 0[fluorescence artefact?] | -2 | -7 | 16 | 8 | 2 | -1
CCCSc1nnc(-c2c[nH]c3ccccc23)n1CC | 1 | 4 | 4 | 3 | 1 | 16 | 0 | 3 | 1
Cc1cccc(/C=N\NC(=O)c2csnn2)c1 | 3 | 14 | 3 | 1 | -24 | -5 | 1 | -1 | 16
Cc1cccc(C)c1N1CCN(S(=O)(=O)N(C)C)CC1 | 1 | 4 | -5 | 17 | 1 | 14 | . | 4 | 1
CCOc1cccc(-c2csc(C3COc4ccccc4O3)n2)c1 (centres undefined) | -3 | 1 | 3[fluorescence artefact?] | 0 | -8 | 4 | -6 | 1 | 2
C=CCSc1nnc(-c2ccccc2NC(C)=O)c(=O)[nH]1 | 1 | 6 | 11 | 0 | 2 | 5 | -3 | 4 | -5
Cc1ccc(C(=O)Nc2nn(C)c3cccc(F)c23)cc1 | 4 | 1 | -1 | -13 | 8 | 17 | 1 | -1 | 2
Cc1ccc(S(=O)(=O)N2CCN(C(=O)CSc3nnnn3C)C2)cc1 | -1 | 0 | -6 | -1 | -1 | 2 | -5 | 2 | -2
CC(=O)Nc1ccc(S(=O)(=O)Nc2ccccn2)cc1 | -3 | 2 | -10 | 18 | -3 | 6 | -9 | -3 | 2
O=C(CCC1CCCN(C(=O)CC2=CCCCC2)C1)N1CCN(c2ccccn2)CC1 (centres undefined) | 3 | -1 | -7 | 14 | 15 | 13 | 0 | 7 | 1
Cc1ccc(NNC(=O)CCc2ccccc2)c(C)c1 | 0 | 0 | -5 | 3 | 1 | 10 | 5 | 4 | -1
CCc1ccc(NC(=O)Nc2cccs2)cc1 | 6 | 4 | -5 | 0 | -10 | -9 | 3 | 8 | 10
Cc1c(C(=O)N/N=C/c2ccc(N3CCOCC3)cc2)nc2ccccn12 | 0 | 2 | -19 | 24 | -1 | 5 | 1 | -2 | 1
Cc1ccc(-c2nnc(N(C)C(=O)C3CCCO3)s2)cn1 (centres undefined) | 1 | -3 | 75* | 0 | -12 | 10 | 3 | 6 | -1
O=C(CSCc1c(Cl)cccc1Cl)Nc1ccccc1-c1ccccc1 | 1 | 4 | -1 | 3 | -10 | 13 | -1 | 4 | -2
C#CC[N+]1(CC#Cc2ccc(C#CC[N+]3(CC#C)CCOCC3)cc2)CCOCC1 | 2 | 2 | -4 | 0 | -3 | 18 | 5 | 9 | 0
CC(C)(C)OC(=O)N1CCC(CNC(=O)c2cccs2)CC1 | -3 | 1 | 5 | 32 | 3 | 14 | 4 | 5 | 1
CCOC(=O)N1CCN(C(=O)c2nc3ccccc3s2)CC1 | -3 | 3 | 0 | 5 | -23 | 7 | 1 | -19 | 1
CC(C)(C)[C@H]1C=C(C(=O)NCc2ccccc2)O[C@@H](OCc2ccc(CO)cc2)C1 | 1 | 1 | 4 | 5 | 3 | 9 | 2 | 2 | -1
COc1ccc(CNc2nc3ccccc3n2CCN2CCOCC2)cc1 | -1 | -1 | 1[fluorescence artefact?] | 7 | 5 | 13 | 10 | 9 | 0
Cc1cccc(N2CCN(c3ccc(N4C(=O)CCCC4=O)cc3[N+](=O)[O-])CC2C)c1 (centres undefined) | -3 | -5 | -14 | -5 | -15 | 4 | -7 | 3 | -5
Clc1ccc(SCCCCN2CCNCC2)cc1 | 0 | 1 | 14 | 4 | -6 | 8 | 2 | 7 | -2

Screening results (PubChem BioAssay)

Not a hit list. About 4.2% of those tested had a hit in this group.
